# Screens as filed in PubChem.
# M1 PAM: positive allosteric modulators of human M1 muscarinic receptor | CHO-K1 hM1, Fluo-8 calcium fluorescence, ACh EC20; 0% = ACh EC20, 100% = maximal ACh | activation, % at 3 µM | 360,000 compounds, 0.088% hits | AID 588819; in the data active = activation above about 19%, passing the limit was not always enough
# Target sequence (P11229 whole entry, looked up): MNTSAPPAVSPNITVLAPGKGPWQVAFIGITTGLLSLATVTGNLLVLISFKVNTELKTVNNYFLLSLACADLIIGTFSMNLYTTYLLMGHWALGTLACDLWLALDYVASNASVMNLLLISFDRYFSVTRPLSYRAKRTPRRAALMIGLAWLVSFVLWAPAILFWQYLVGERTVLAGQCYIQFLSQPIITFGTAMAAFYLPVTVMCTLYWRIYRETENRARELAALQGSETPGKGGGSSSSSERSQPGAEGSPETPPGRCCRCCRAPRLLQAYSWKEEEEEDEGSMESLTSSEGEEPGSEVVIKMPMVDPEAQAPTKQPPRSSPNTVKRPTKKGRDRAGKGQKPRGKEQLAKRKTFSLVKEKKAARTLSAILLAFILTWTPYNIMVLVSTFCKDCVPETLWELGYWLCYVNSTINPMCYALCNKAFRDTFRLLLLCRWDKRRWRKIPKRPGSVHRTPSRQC
# CHO parental Ca: counter-screen for OX1R antagonists: effect in parental CHO cells; parental CHO-K1, ATP-induced calcium, Fluo-8 fluorescence; inhibition, % at 5.6 µM; 330,000 compounds, 0.63% hits;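 active = inhibition above that plate's mean sample inhibition plus 3 SD, cut at about 26% in these data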;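 also: 0% = ATP-challenged DMSO wells and 100% = DMSO wells without ATP; some compounds past the cut are filed as inactive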
#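 material = parental CHO cells | also added = ATP as calcium-mobilizing challenge | dosing = single point at 5.6 µM | detection = intracellular calcium via Fluo-8 no-wash fluorescent dye | read-out = % inhibition | benchmarks = low control ATP plus DMSO, high control DMSO only | repeats = one well per compound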
# CHO-K1 Ca antag: M1 antagonist counterscreen hit in parental CHO-K1 cells | ATP-induced calcium, Fluo-8 fluorescence | inhibition, % at 3 µM | 360,000 compounds, 0.6% hits;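 active = inhibition above a per-plate cutoff, the plate's mean sample inhibition plus 3 SD, cut at about 24% in these data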;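 also: 0% = DMSO plus EC80 ATP and 100% = DMSO alone without ATP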
# CHO-K1 Ca PAM: M1 PAM counterscreen hit in parental CHO-K1 cells | ATP EC20, Fluo-8 calcium fluorescence; 0% at ATP EC20, 100% at ATP max | activation, % at 3 µM | 360,000 compounds, 0.02% hits;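 active = activation above the run cutoff, the mean activation of all test compounds plus 3 SD, cut at about 40% in these data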;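 also: peak over basal fluorescence ratio in a 140 s read after ATP addition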
# TAAR1 antag: human TAAR1 antagonism; Q96RJ0; CHO RD-HGA16 TAAR1, Fluo-8 calcium fluorescence, antagonist; inhibition, % at 3 µM; 360,000 compounds, 1.5% hits; AID 624466;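 active = inhibition above a per-plate cutoff, the mean inhibition of test compounds on that plate plus 3 SD, cut at about 49% in these data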;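 also: 0% = DMSO plus EC80 beta-PEA response and 100% = DMSO alone without agonist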
# Target sequence (Q96RJ0 whole entry, looked up): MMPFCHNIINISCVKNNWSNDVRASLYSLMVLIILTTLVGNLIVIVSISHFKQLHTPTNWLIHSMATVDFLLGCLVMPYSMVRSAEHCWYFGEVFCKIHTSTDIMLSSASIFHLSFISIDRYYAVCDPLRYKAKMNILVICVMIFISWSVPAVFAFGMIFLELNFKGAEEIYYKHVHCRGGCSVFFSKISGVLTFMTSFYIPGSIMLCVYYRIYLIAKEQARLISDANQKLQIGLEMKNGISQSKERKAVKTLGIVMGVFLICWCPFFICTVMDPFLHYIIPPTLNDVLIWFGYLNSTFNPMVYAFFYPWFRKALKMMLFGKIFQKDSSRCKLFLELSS
#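 Material: RD-HGA16 CHO cells with stable hTAAR1 and Gα16; Dosing: single nominal final test compound concentration of 3 µM; Schedule: seeding 17-24 h prior, 75-min 37 °C, 30-min RT dye loading; Detection: kinetic Fluo-8 calcium fluorescence measurement; Measure: % inhibition from peak post-agonist over basal fluorescence ratio; Benchmarks: vehicle and agonist controls.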
# CHRM1 antagonist: antagonists of human M1 muscarinic receptor; P11229; CHO-K1 hM1, Fluo-8 calcium fluorescence, ACh EC80 antagonist; inhibition, % at 3 µM; 360,000 compounds, 1.3% hits; AID 588852;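 active = percent inhibition above its own plate's cutoff, namely the mean of that plate's compound wells plus 3 SD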;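 also: peak over basal fluorescence ratio during 140 s after agonist addition; 0% = ACh EC80 plus DMSO and 100% = DMSO alone without agonist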
# M1 ag: activates human CHRM1 receptor; CHO-K1 hM1, Fluo-8 calcium fluorescence, agonist mode; 0% DMSO, 100% acetylcholine EC100; activation, % at 3 µM; 360,000 compounds, 0.33% hits; AID 588814;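 active = activation above the run's mean compound activation plus 3 SD, cut at about 16% in these data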;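 also: peak over basal fluorescence ratio within a 140 s kinetic read after compound addition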
# TAAR1 ag: agonists of human TAAR1; Q96RJ0; CHO RD-HGA16 TAAR1, Fluo-8 calcium fluorescence; vehicle wells 0%, saturating PEA agonist 100%; activation, % at 3 µM; 360,000 compounds, 0.99% hits;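 active = activation above the mean activation of all test compounds in the run plus 3 SD, cut at about 38% in these data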
#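 Benchmarks: low control DMSO, high control PEA (EC100); System: CHO RD-HGA16 cells carrying human TAAR1 plus Gα16; Detection: Fluo-8 fluorescence, 5 s baseline then 140 s kinetic read; Schedule: 17-24 h plating, Fluo-8 75 min 37 °C, 30 min RT; Read-out basis: % activation from peak over basal fluorescence ratio, DMSO-to-PEA scaled.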
# CHO-K1 Ca ag: nonselective activator or artifact in parental CHO-K1 cells. 360,000 compounds, 0.48% hits. activation, % at 3 µM. AID 602248. Fluo-8 calcium fluorescence; scaled to maximal ATP response, vehicle zero; in the data active = activation above about 15%;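 also: untransfected CHO-K1 host cells lacking M1 receptor as counterscreen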
# Starred values were filed as active, the others as inactive; x = not tested or not shown.
SMILES,M1 PAM,CHO parental Ca,CHO-K1 Ca antag,CHO-K1 Ca PAM,TAAR1 antag,CHRM1 antagonist,M1 ag,TAAR1 ag,CHO-K1 Ca ag
Cc1ccc(C(=O)NCCc2ccc(S(N)(=O)=O)cc2)cc1[N+](=O)[O-],1.2,-4.3,-6.5,13.6,-6.7,-10.0,-10.9,3.5,0.2
Cc1nn(C)c(C)c1S(=O)(=O)N1CCCC(C(=O)N2CCN(c3ccc(Cl)cc3)CC2)C1 (stereo not given),-6.2,8.6,-1.2,10.1,25.0,-3.1,-0.3,3.7,5.5
O=C(NCCc1ccccc1)c1cnn2c(C(F)F)cc(C3CC3)nc12,-9.3,-28.4,-2.0,14.7,-14.8,19.8,-2.9,28.3,2.8
CC(C)C(=O)N1CCCCCCN1C(=O)C(C)C,-1.2,x,7.3,-8.2,-21.7,4.0,-0.9,4.1,0.3
COc1cc(F)ccc1-c1csc(C(O)c2ccc(F)c(F)c2)n1 (stereo not given),4.6,x,-10.6,17.4,15.8,-5.1,-7.1,0.7,0.4
CCN(CC(=O)NCc1cccs1)C(=O)c1cccc(S(=O)(=O)NCc2ccccc2)c1,6.9,-15.5,-9.8,7.7,-4.7,-7.9,-1.9,0.1,2.2
CC1(C2CC2)NC(=O)N(CC(=O)Nc2ccc(Cl)c([N+](=O)[O-])c2)C1=O (stereo not given),3.9,-9.0,-9.3,10.2,-4.6,-3.6,-0.4,3.4,1.1
O=C(c1ccc(S(=O)(=O)c2ccccc2)cc1)N1CCc2ccccc2C1,5.4,-9.4,-10.2,19.2,6.3,-5.7,-5.3,3.5,6.0
Ic1ccc(N2CCN(Cc3c[nH]c4ncccc34)CC2)cc1,-3.6,-7.6,-0.3,5.1,5.1,-7.1,3.0,10.6,2.2
Cc1ccc(C(=O)NCC(=O)Nc2ccccc2C(F)(F)F)cc1,4.9,-4.1,-4.2,11.1,-11.8,-9.6,-5.6,0.0,0.6

# Quoted at random: 3 records from the list.
SMILES,M1 PAM,CHO parental Ca,CHO-K1 Ca antag,CHO-K1 Ca PAM,TAAR1 antag,CHRM1 antagonist,M1 ag,TAAR1 ag,CHO-K1 Ca ag
CC1(C2CC2)NC(=O)N(CC(=O)Nc2ccc(Cl)c([N+](=O)[O-])c2)C1=O (stereo not given),3.9,-9.0,-9.3,10.2,-4.6,-3.6,-0.4,3.4,1.1
Cc1ccc(C(=O)NCCc2ccc(S(N)(=O)=O)cc2)cc1[N+](=O)[O-],1.2,-4.3,-6.5,13.6,-6.7,-10.0,-10.9,3.5,0.2
COc1cc(F)ccc1-c1csc(C(O)c2ccc(F)c(F)c2)n1 (stereo not given),4.6,x,-10.6,17.4,15.8,-5.1,-7.1,0.7,0.4

# New compounds follow.
SMILES,M1 PAM,CHO parental Ca,CHO-K1 Ca antag,CHO-K1 Ca PAM,TAAR1 antag,CHRM1 antagonist,M1 ag,TAAR1 ag,CHO-K1 Ca ag
Cc1cccc(NC(=O)C2CCN(S(=O)(=O)c3cccc4nsnc34)CC2)n1,-9.0,-0.1,8.8,3.5,12.8,11.2,-2.8,7.5,2.6
CC(=O)Nc1cccc(C(=O)/C=C/c2ccc(N(C)C)cc2)c1,-28.2,81.6*,44.4*,-13.4,57.8*,55.5*,113.4*,127.1*,87.4*
CCSC1=NCCN1S(=O)(=O)c1ccccc1,5.9,10.9,-3.2,14.4,6.6,-9.8,-2.7,5.8,0.4
CCCN(Cc1ccccc1)C(=S)Nc1cccc(C)c1C,10.8,8.4,-12.5,1.3,-5.0,-13.3,-4.7,0.2,-0.4
CCN1C(C)=CC(=O)[C@@H](O)[C@H]1c1ccccc1Br,12.6,x,-2.3,-3.3,-5.1,-10.0,-1.7,1.8,-0.4
COc1cccc(/C=N/Nc2cc(Cl)nc(C)n2)c1O,4.0,-8.7,-10.8,8.0,5.6,-4.1,-0.4,1.9,1.7
O=C1c2ccccc2[C@@H]2CC(O)C(O)CCN12 (stereo not given in full),8.0,1.3,-21.1,17.2,-12.8,-12.9,2.2,1.9,1.0
CCOC(=O)c1cc(-c2cccnc2)nn1-c1ccccc1,6.1,-5.3,8.3,-6.4,4.0,3.0,-9.8,4.3,0.0
COc1nccc(-c2ccc(F)cc2)c1C#N,5.2,-11.2,-2.8,6.6,5.3,-6.5,-7.8,0.4,-0.5
CCC(C(=O)N1CCCC1)n1nc(C)c2c(C)n(-c3ccccc3)nc2c1=O (stereo not given),4.6,-12.5,-3.4,-3.6,-0.9,-9.6,-3.0,0.2,0.2
CN(Cc1nc2ccccc2c(=O)[nH]1)C(=O)c1cccc(S(=O)(=O)N2CCCC2)c1,4.8,-13.9,-10.4,11.6,3.1,-2.7,-5.7,0.1,0.6
CC(=O)Nc1ccc(NC(=O)CN(C)S(=O)(=O)c2ccc3ccccc3c2)cc1,-0.3,-16.0,6.8,-7.1,-6.3,-0.2,-3.4,10.0,2.9
Cc1cc(C)c(C(=O)N2CCCC(CNC(=O)C3(c4ccc(Cl)cc4)CC3)C2)c(=O)[nH]1 (stereo not given),0.5,-12.2,-12.9,14.1,0.0,0.9,-6.3,9.8,0.2
CCCOc1ccc(/C=N\NC(=O)CCc2n[nH]c(=O)[nH]c2=O)cc1OC,5.9,-1.1,-6.0,10.2,-18.7,-6.8,-4.5,2.1,0.1
COc1cc(CN2CCN(c3cccc(C)c3C)CC2)cc([N+](=O)[O-])c1O,8.5,-11.8,-10.1,2.2,-24.6,-1.4,-5.5,0.1,-0.2
N#Cc1cccnc1N1CCN(C(=O)c2[nH]c(C(F)(F)F)nc2-c2ccccc2)CC1,-7.8,x,-1.3,-4.8,-1.0,-21.7,-2.0,1.5,-0.2
CCOc1ccc(NC(=S)N2CCC(c3ccc(C)cc3)C2)cc1 (stereo not given),-6.5,-17.6,-3.0,-10.2,-8.6,16.9,-4.3,1.4,1.0
CCN1CCN(C(=O)NC2CC(=O)N(c3ccc(OC)cc3)C2)CC1 (stereo not given),-3.4,-5.9,3.5,-8.8,-32.3,15.3,-1.6,2.2,0.2
O=C(c1ccccn1)N(Cc1ccco1)C1(C(=O)NC2CCCC2)CCCCC1,1.6,-11.1,21.3,-8.5,-4.6,8.3,-0.3,12.7,-0.4
Cc1ccc(C(=O)Nc2ccn(C)n2)cc1,3.8,-5.8,-13.4,7.7,-14.3,-3.4,-2.6,0.9,0.2
COc1ccc2[nH]c3c(=O)n(/N=C/[C@H]4C(C)C=C(C)CC4C)c(=O)[nH]c3c2c1 (stereo not given in full),13.4,-8.3,-9.4,20.4,60.2*,-7.2,-5.4,18.3,0.5
COc1ccccc1NC(=O)c1cc(S(=O)(=O)N2CCc3ccccc32)ccc1F,4.9,-24.0,-16.4,13.2,-7.2,-12.1,-2.9,2.4,0.7
N#C/C(=C(/O)CCl)c1nc2c(s1)CCc1ccccc1-2,9.9,-3.7,4.7,-4.8,9.3,-0.5,-1.2,0.6,-0.8
COc1cc(-c2ccc(NC(=O)c3ccc(C)cc3)c(OC)c2)ccc1NC(=O)c1ccc(C)cc1,5.4,x,5.0,-8.2,-9.1,-9.7,-0.7,-0.5,0.0
Cc1ncoc1C(=O)N1CCCC(C(=O)c2ccc(Oc3ccccc3)cc2)C1 (stereo not given),9.2,-9.2,9.4,-4.0,10.5,-8.6,-8.3,-0.5,-0.3
COc1ccc(C(=O)N2CCCC(CCC(=O)NCc3ccc(F)c(F)c3)C2)cc1F (stereo not given),3.1,-18.5,0.3,8.9,-6.9,-6.2,-7.9,-0.2,0.7
CC(=O)c1cccc(NC(=S)NC2CC2)c1,5.3,-12.5,3.4,-4.3,-26.0,-3.2,-5.1,1.2,0.1
CC(=O)Oc1ccc(N2C(=O)C3C4C=CC(CO)(O4)C3C2=O)cc1 (stereo not given),9.3,-18.3,-12.0,20.5,8.4,-31.0,2.7,12.4,0.8
CC(NC(=O)CCNS(=O)(=O)c1ccc2c(c1)oc(=O)n2C)c1ccccc1 (stereo not given),2.1,-13.8,-19.1,12.3,0.6,0.9,-3.9,0.4,1.4
O=C(NCCS(=O)(=O)N1CCN(c2ccccc2F)CC1)c1ccco1,4.8,-5.2,-1.1,22.6,-10.9,-5.2,-2.3,-0.4,1.8
S=C(NCc1ccncc1)Nc1ccc(Br)cc1Cl,-11.4,-4.9,1.5,-4.4,-21.9,20.2,-1.0,3.9,9.1
CCC(=O)c1ccc(OC(=O)/C=C/c2cc(OC)c(OC)c(OC)c2)cc1,7.0,-35.8,-8.1,6.8,-16.0,-13.9,0.6,7.4,0.2
NS(=O)(=O)c1ccc(CCNC(=O)Cc2c[nH]c3ccccc23)cc1,12.4,0.4,-8.0,21.9,9.3,-11.1,-2.1,0.0,1.2
CN(Cc1ccccc1NS(=O)(=O)c1ccc2ccccc2c1)C1CCCCC1,-4.6,-24.4,-10.9,3.1,-29.7,3.6,-7.2,-1.9,4.0
Cc1ccc2nc(N3CCN(Cc4nnnn4Cc4ccccc4)CC3)c(C#N)cc2c1,4.4,-1.5,-2.4,14.4,19.6,-25.7,-5.0,-0.7,0.8
CCOC(=O)c1cccc(C(=O)OCC)n1,3.8,4.6,-1.8,15.9,15.7,-22.5,-2.6,-0.5,0.2
O=C(Nc1nc(-c2ccccc2Cl)cs1)c1cccnc1,4.3,-15.1,-17.3,17.8,8.5,-12.8,-0.1,41.2*,5.4
CCOC(=O)C1CCN(c2c(Nc3cc(C)cc(C)c3)c(=O)c2=O)CC1,0.0,-4.5,0.1,-7.8,-5.5,-13.2,-2.5,0.3,0.7
CC(NC(=O)C1CC(=O)N(c2ccc3c(c2)OCCO3)C1)c1ccccc1 (stereo not given),4.2,x,-3.1,9.7,7.4,-14.3,-2.2,1.0,0.4
CN1CCc2c(OCC(=O)NC3CCCCC3)cccc2C1=O,-3.5,-11.7,3.3,-2.4,-23.0,6.5,-1.1,1.9,2.0
C[N+](C)(C)CCNC(=O)c1cc[n+](Cc2ccccc2)c(/C=N/O)c1,-0.9,x,2.4,-12.5,5.5,11.6,-8.2,0.4,-0.2
Cc1cccc(NC(=S)NNC(=O)c2ccccc2Br)c1,9.9,-7.5,-1.4,19.4,3.8,-1.0,1.7,-2.3,0.4
Cc1ccc(S(=O)(=O)N(C)CCCC(=O)N2CCN(C=O)CC2)cc1,2.5,-17.2,15.1,-8.3,-5.6,6.8,4.6,15.9,-0.1
Cc1noc(C)c1C(=O)NNc1cc(Cl)ccc1Cl,19.1,-10.9,7.3,-17.9,-19.1,-20.1,-3.4,0.2,0.1
CCN(C[C@H]1N[C@@](C)(C(=O)OC)[C@H]2C(=O)N(C)C(=O)[C@@H]12)C(=O)Nc1ccc(F)cc1,-4.2,-4.9,14.7,-6.9,-6.2,4.3,-1.5,4.6,-0.6
Cc1ccc(-c2csc3ncn(-n4c(C)ccc4C)c(=O)c23)o1,3.1,-13.8,-2.9,7.0,10.4,-8.9,-2.8,18.1,0.2
